Exocytosis inh – lytic granule exocytosis inhibition. TALL-104 LAMP-1 surface exposure, flow cytometry; cells stimulated with thapsigargin and PMA. inhibition, % at 10 µM. 0.66% of 360,000 active;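 active = inhibition above about 55%, limit read from the data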
ABHD5-PLIN5 inh – ABHD5-PLIN5 protein interaction inhibition | AID 602281 | Q00G26+Q8WTS1 | Split G. princeps luciferase complementation, luminescence, 4 h | inhibition, % at 4 µM | 0.78% of 360,000 active;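 active = inhibition above the mean inhibition across every tested compound plus 3 SD, cut at about 22% in these data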;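 note: 0% = DMSO only wells and the 100% control is not disclosed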
ABCB6 inh MLPCN – human ABCB6 transporter inhibition. fluorescence ratio to DMSO, % at 10 µM. K562-ABCB6 porphyrin accumulation, flow cytometry, 1 h; hits give low values. 0.19% of 360,000 active. AID 602162. Q9NP58;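 active = fluorescence ratio to DMSO below 75%, the collection mean minus 3 SD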;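 note: signal is porphyrin accumulated inside mitochondria; 100% equals median channel fluorescence of DMSO control wells; lower ratio means ABCB6 inhibition with less porphyrin fluorescence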
m5-HT2A agonist – activates the mouse 5-HT2A serotonin receptor; 0.66% of 360,000 active; P35363; AID 624169; CHO-K1 mHTR2A beta-arrestin complementation, luminescence; percent of 30 µM serotonin response; activation, % at 7.6 µM;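 active = activation above a run cutoff, the mean activation of all tested compounds plus 3 SD, cut at about 14% in these data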;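 note: 0% = plate median of compound wells and 100% = 30 µM serotonin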
Target sequence (P35363 whole entry, looked up): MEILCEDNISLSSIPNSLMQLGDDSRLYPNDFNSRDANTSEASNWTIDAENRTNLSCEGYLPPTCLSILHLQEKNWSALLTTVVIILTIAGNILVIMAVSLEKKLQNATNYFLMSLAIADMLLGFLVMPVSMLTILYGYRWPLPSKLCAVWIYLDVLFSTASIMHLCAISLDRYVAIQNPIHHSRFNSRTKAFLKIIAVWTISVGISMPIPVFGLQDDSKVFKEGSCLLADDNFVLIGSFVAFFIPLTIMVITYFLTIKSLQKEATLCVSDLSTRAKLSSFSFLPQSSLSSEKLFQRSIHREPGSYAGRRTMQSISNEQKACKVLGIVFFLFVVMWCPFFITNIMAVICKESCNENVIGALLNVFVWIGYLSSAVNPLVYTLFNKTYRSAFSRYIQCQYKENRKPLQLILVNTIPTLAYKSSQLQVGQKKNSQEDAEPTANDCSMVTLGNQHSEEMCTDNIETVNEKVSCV
Glyco luc inh – N-linked glycosylation inhibition; D54 ERlucT glycosylation luciferase reporter, 24 h; percent of 100 nM tunicamycin response; reporter increase, % at 12.5 µM; 0.23% of 360,000 active; AID 588692;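 active = mean luciferase reporter signal, scaled so untreated is 0 and the glycosylation-blocking control 100, at or above a set limit in every replicate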;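 note: luciferase carries N-glycosylation sites so blocking glycosylation raises the light; 0% = median of neutral control wells and 100% = median of 100 nM tunicamycin wells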
H9c2 protect – protects H9c2 cardiomyocytes from peroxide injury; H2O2 injury protection, ATPLite, 2 h; protection from H2O2 cell death, % at 20 µM; 0.63% of 360,000 active;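 active = compounds giving at least 50% protection of heart cells from peroxide-induced death in the single-dose screen, raw or plate-pattern-corrected value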;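 note: 0% = DMSO wells with peroxide and 100% = DMSO wells without peroxide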
MC4R antag cAMP – antagonists of human melanocortin 4 receptor (MC4R); inhibition, % at 6.5 µM; AID 540295; 0.48% of 360,000 active; MC4R-expressing cells, MTII-stimulated cAMP, LANCE TR-FRET; P32245;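 active = inhibition above its plate's cutoff, the mean of tested wells on that plate plus 3 SD, cut at about 29% in these data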;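 note: 0% = Melanotan II alone and 100% = Melanotan II plus saturating MCL0020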
Target sequence (P32245 whole entry, looked up): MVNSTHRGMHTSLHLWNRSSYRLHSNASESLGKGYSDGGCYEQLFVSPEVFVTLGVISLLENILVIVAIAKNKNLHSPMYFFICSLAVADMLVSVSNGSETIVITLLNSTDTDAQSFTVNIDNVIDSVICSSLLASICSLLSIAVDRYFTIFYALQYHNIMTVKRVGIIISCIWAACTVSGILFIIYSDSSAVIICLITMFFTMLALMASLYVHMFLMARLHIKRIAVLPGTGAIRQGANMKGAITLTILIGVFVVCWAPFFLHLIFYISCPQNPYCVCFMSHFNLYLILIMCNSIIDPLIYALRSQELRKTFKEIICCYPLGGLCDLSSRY
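system = U2OS cells with stable human MC4R expression | also added = Melanotan II challenge after compound preincubation | dosing = one concentration, 6.5 µM nominal | incubation = compound 30 min, challenge 1 h, detection 1 h | measured by = TR-FRET with Eu-cAMP and labeled anti-cAMP, 671 nm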
aDG glyco act – alpha-DG glycosylation activation | Pro5-aDG cells, alpha-DG glycosylation AlphaScreen (IIH6); 0% Pro5, 100% B10-LARGE cell signal | activation, % at 10 µM | 0.22% of 360,000 active;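 active = activation of at least 8% versus controls, or a plate z-score of at least 8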;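 note: Pro5 are CHO cells carrying HIG-tagged alpha-DG that lacks glycosylation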
hiPSC survival – enhancers of human iPSC single-cell survival; hiPSC single-cell survival, ATPlite luminescence; 100% = ROCK inhibitor wells, 0% = DMSO; survival enhancement, % at 20 µM; 0.044% of 360,000 active; AID 602274; in the data active = survival enhancement above about 18%;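 note: cells exposed to compounds for 16 hours before the ATP read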
MC4R ag barr – human MC4R agonism via beta-arrestin | U2OS MC4R beta-arrestin complementation, luminescence; percent of melanotan II response, DMSO zero | activation, % at 8.9 µM | 0.98% of 360,000 active | AID 540308;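 active = activation above a per-plate cutoff, the mean activation of sample wells on that plate plus 3 SD, cut at about 8% in these data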
An asterisk follows results filed as active.

Start of the data: the first 11 records as a preview:
SMILES	Exocytosis inh	ABHD5-PLIN5 inh	ABCB6 inh MLPCN	m5-HT2A agonist	Glyco luc inh	H9c2 protect	MC4R antag cAMP	aDG glyco act	hiPSC survival	MC4R ag barr
Cc1ccc(N(CC(=O)N/N=C/c2cc(C)n(-c3ccccc3C)c2C)S(C)(=O)=O)cc1	-8	-6	100	-4	-5	-8	-18	0.0	-0.2	-2.8
COc1ccc(NC(=O)CSc2nnc3ccc(-c4cccnc4)nn23)c(OC)c1	1	8	101	-2	0	11	-7	0.3	0.3	-2.2
FC(F)(F)c1nnc2c(Sc3ccccn3)nc3ccccc3n12	1	9	107	-2	5	26	11	3.5	-1.1	-1.4
CC(C)NC(=O)CSc1nnc(CNC(=O)OC(C)(C)C)n1C	-5	-2	100	2	1	0	4	0.0	1.0	-0.6
CCCC(=O)c1c[nH]c(C(=O)NCc2cccnc2)c1	0	-3	93	-2	2	-1	7	-0.1	0.2	-2.6
Cc1ccc(F)cc1-c1cc2nc(NCCCN(C)C)n(C)c(=O)c2s1	25	13	92	3	0	-8	6	1.6	-4.9	0.2
COc1ccc(/C=N/Nc2ncnc3c2[nH]c2ccccc23)c(OC)c1OC	-7	-3	102	5	0	0	8	0.0	4.3	0.9
CCN(CC)CCNc1nc2cc(OC)c(OC)cc2c2nc(-c3ccccc3)nn12	11	9	94	0	71*	8	-10	0.2	-2.8	-0.8
S=C(NCCc1ccc(Cl)cc1)Nc1ccc(Cl)cc1Cl	32	-10	101	3	-2	-17	10	0.2	-0.3	1.4
COc1cccc(C2c3[nH]c4ccccc4c3CCN2C(=O)Cn2cncn2)c1OC (stereo not drawn)	3	-4	97	-1	-1	3	7	0.3	1.5	-1.4
O=C(Cc1ccc(NC(=O)C2CCN(C(=O)C3CC3)CC2)cc1)Nc1cccc(C(=O)N2CCCCC2)c1	-1	8	95	3	-2	-8	-2	0.0	1.1	2.6

The listing, repeating the preview:
SMILES	Exocytosis inh	ABHD5-PLIN5 inh	ABCB6 inh MLPCN	m5-HT2A agonist	Glyco luc inh	H9c2 protect	MC4R antag cAMP	aDG glyco act	hiPSC survival	MC4R ag barr
Cc1ccc(N(CC(=O)N/N=C/c2cc(C)n(-c3ccccc3C)c2C)S(C)(=O)=O)cc1	-8	-6	100	-4	-5	-8	-18	0.0	-0.2	-2.8
COc1ccc(NC(=O)CSc2nnc3ccc(-c4cccnc4)nn23)c(OC)c1	1	8	101	-2	0	11	-7	0.3	0.3	-2.2
FC(F)(F)c1nnc2c(Sc3ccccn3)nc3ccccc3n12	1	9	107	-2	5	26	11	3.5	-1.1	-1.4
CC(C)NC(=O)CSc1nnc(CNC(=O)OC(C)(C)C)n1C	-5	-2	100	2	1	0	4	0.0	1.0	-0.6
CCCC(=O)c1c[nH]c(C(=O)NCc2cccnc2)c1	0	-3	93	-2	2	-1	7	-0.1	0.2	-2.6
Cc1ccc(F)cc1-c1cc2nc(NCCCN(C)C)n(C)c(=O)c2s1	25	13	92	3	0	-8	6	1.6	-4.9	0.2
COc1ccc(/C=N/Nc2ncnc3c2[nH]c2ccccc23)c(OC)c1OC	-7	-3	102	5	0	0	8	0.0	4.3	0.9
CCN(CC)CCNc1nc2cc(OC)c(OC)cc2c2nc(-c3ccccc3)nn12	11	9	94	0	71*	8	-10	0.2	-2.8	-0.8
S=C(NCCc1ccc(Cl)cc1)Nc1ccc(Cl)cc1Cl	32	-10	101	3	-2	-17	10	0.2	-0.3	1.4
COc1cccc(C2c3[nH]c4ccccc4c3CCN2C(=O)Cn2cncn2)c1OC (stereo not drawn)	3	-4	97	-1	-1	3	7	0.3	1.5	-1.4
O=C(Cc1ccc(NC(=O)C2CCN(C(=O)C3CC3)CC2)cc1)Nc1cccc(C(=O)N2CCCCC2)c1	-1	8	95	3	-2	-8	-2	0.0	1.1	2.6
Cc1c(C(=O)NCCc2ccccc2)oc2ccc(S(=O)(=O)N3CCC4(CC3)OCCO4)cc12	0	-4	98	0	-3	-2	7	0.3	-0.7	-3.1
S=C1NC[C@H](Cc2cccc3ccccc23)N1CC1CCCCC1	18	-5	99	5	1	-22	2	0.5	-1.6	1.2
CC(=O)c1cccc(NC(=O)C2CCN(S(=O)(=O)c3ccc(C)cc3)CC2)c1	-2	-1	99	3	1	-3	12	-0.1	-3.1	1.1
C[C@H](CO)N1C[C@H](C)[C@@H](CN(C)S(C)(=O)=O)Oc2ccc(NC(=O)NC3CCCCC3)cc2C1=O	-3	5	96	-1	0	9	3	-0.2	-2.6	-1.3
CCc1nnc(NC(=O)CSc2nnc(-c3ccoc3C)n2-c2ccc(C)cc2)s1	-1	-4	95	-8	1	11	5	0.1	-2.8	0.1
Cc1ccc(S(=O)(=O)N(CC(=O)Nc2ccccc2)C(=O)N2CCN(C)CC2)cc1	4	2	101	8	4	-3	-3	0.1	-0.4	-0.5
O=C(c1cccnc1)n1nc(NCc2ccccc2)nc1NCc1ccccc1	-4	4	101	4	5	19	2	-0.1	-0.2	0.0
CC(C)CC(=O)Nc1c(C(=O)N2CCN(Cc3ccccc3)CC2)oc2ccccc12	3	-3	100	-8	0	-4	7	0.0	-0.1	-0.4
CCCCn1c(N)c(N(CC(C)C)C(=O)c2cc(S(=O)(=O)N3CCOCC3)ccc2Cl)c(=O)[nH]c1=O	0	-4	98	-7	2	2	8	-0.1	-0.4	-1.7
COc1cc(C(=O)Nn2c(CC(C)C)nc3ccccc3c2=O)cc(OC)c1OC	-1	5	96	3	1	0	3	0.0	-0.8	-0.3
O=C(NCc1ccc2c(c1)OCO2)c1nc(S(=O)(=O)Cc2ccccc2F)ncc1Cl	36	76*	103	-1	-18	-16	0	1.5	-0.5	-5.6
CCOC(=O)N1CCC(NC(=O)C2CCN(C(=O)c3cc4sccc4n3CC)CC2)CC1	7	5	97	-2	0	-2	21	0.3	-0.5	2.5
Cc1ccc2c(c1)c(C1=c3ccccc3=NC1=O)c(O)n2C	6	33*	93	2	9	-18	-6	-0.7	-0.2	-2.3
O=C(Nc1nnc(SCc2c(Cl)cccc2Cl)s1)C1CC(=O)N(c2ccc3c(c2)OCCO3)C1 (stereo not drawn)	-6	-7	99	4	1	6	15	0.1	1.1	0.7
COc1ccc(NC(C)=O)cc1NC(C)C(=O)Nc1ccc(F)cc1 (stereo not drawn)	-2	-6	98	-1	0	3	9	0.7	1.2	0.1
COc1ccc(C2(CNC(=O)Cc3ccccc3)CCCC2)cc1OC	-1	-1	98	2	0	2	13	0.0	5.6	1.3
COc1cccc(-c2c(-c3cc(OC)cc(OC)c3)n(C)c3ccc(-c4cnc(N5CCOCC5)nc4)cc23)c1	-9	-3	95	11	-5	0	2	-0.5	6.5	-1.4
Nc1ccc(C=C2C=Cc3ccccc32)cc1	4	3	91	-8	-7	-9	-6	-0.5	1.0	-1.4
O=C(Oc1cccnc1)c1ccco1	0	-3	83	-2	1	5	2	-0.2	-0.7	-1.9
COc1cccc(/C(O)=C/C(=O)C(=O)Nc2ccc(S(=O)(=O)NC(C)=O)cc2)c1	-2	5	98	7	4	14	12	0.2	-1.0	1.4
CC(=O)Nc1cc(C(=O)N(C)Cc2ccco2)ccc1Sc1ccc(C)cc1	1	-1	101	-9	-1	-1	-2	-0.3	-0.7	0.3
C(=N/N1CCN(c2ccccc2)CC1)/c1ccncc1	0	5	94	3	0	-18	-1	0.0	0.3	0.3
CC1CCCC(NC(=O)c2cccc(N3CCCC3=O)c2)C1C (stereo not drawn)	1	-1	146	2	0	5	13	0.0	1.6	-2.9
O=C(O)CCNS(=O)(=O)c1ccccc1	4	-5	104	6	2	3	6	0.3	5.2	-0.5
CCn1c(N)c(C(=O)NC)sc1=S	1	2	133	-2	3	-5	25	-0.2	-2.7	1.1
CCOC(=O)N1CCN(C(=O)CCC2CCCC2)CC1	-1	2	101	5	-1	-2	7	0.1	2.5	0.1
COC(=O)CC1C(=O)NCCN1C(=O)CSc1nc2ccccc2s1 (stereo not drawn)	0	-10	97	0	0	2	10	0.0	-0.1	-1.9
OC(CNCc1ccc2c(c1)OCO2)COc1ccc(F)cc1 (stereo not drawn)	0	-3	96	-1	-1	8	0	-0.1	-0.3	0.6
O=C(NCCCO)C(=O)Nc1cc2c3c(c1)CCC(=O)N3CCC2	0	1	93	0	4	6	0	-0.1	0.9	-3.5
Nc1nc(-c2ccccc2)cn1/N=C/c1ccccc1	-3	-6	103	-2	6	-2	-3	-0.1	0.5	0.7
Cc1ccc(S(=O)(=O)NNc2ccccc2)cc1	-2	-1	99	1	2	2	1	-0.4	-1.9	0.8
O=C(O)c1ccc(N=Nc2c(O)[nH]c3ccc(Br)cc23)cc1	10	-3	99	-7	11	2	19	-0.2	-0.8	1.2
Cc1onc(C(=O)/C=C/N(C)C)c1C(=O)Nc1nccs1	2	-1	92	-6	2	-1	4	0.1	1.0	1.3
Cc1cc(Oc2ccc(-c3nnc(-c4ccccc4)o3)cc2[N+](=O)[O-])ccc1Cl	0	3	99	0	4	-18	14	-0.1	-1.8	0.2
O=C(N/N=C/c1ccc([N+](=O)[O-])cc1)c1cccs1	-15	-5	97	-4	0	12	-1	-0.1	-0.8	-1.4
COc1ccc(CCN(C)Cc2nc(Cc3ccc(OC)c(OC)c3)no2)cc1OC	1	6	99	3	0	5	-4	0.1	-0.1	0.6
CC1CCN(C(=O)COC(=O)C(C)N2C(=O)c3ccccc3C2=O)CC1 (stereo not drawn)	1	-1	92	10	0	5	-1	0.1	-0.3	-1.4

Looked up by compound from above, 2 records:
SMILES	Exocytosis inh	ABHD5-PLIN5 inh	ABCB6 inh MLPCN	m5-HT2A agonist	Glyco luc inh	H9c2 protect	MC4R antag cAMP	aDG glyco act	hiPSC survival	MC4R ag barr
Nc1nc(-c2ccccc2)cn1/N=C/c1ccccc1	-3	-6	103	-2	6	-2	-3	-0.1	0.5	0.7
COC(=O)CC1C(=O)NCCN1C(=O)CSc1nc2ccccc2s1 (stereo not drawn)	0	-10	97	0	0	2	10	0.0	-0.1	-1.9

Next part.
SMILES	Exocytosis inh	ABHD5-PLIN5 inh	ABCB6 inh MLPCN	m5-HT2A agonist	Glyco luc inh	H9c2 protect	MC4R antag cAMP	aDG glyco act	hiPSC survival	MC4R ag barr
COc1ccc(S(=O)(=O)N(C)c2nc3ccccc3n3c(CC(C)C)nnc23)cc1	5	6	98	-3	-4	-2	7	0.0	0.3	-2.3
Cc1ccc(NC(=O)CSc2nnc(-c3ccc(S(=O)(=O)N4CCOCC4)cc3)n2C)cc1	-4	2	100	7	-1	7	8	0.5	-0.6	-1.7
CN1CCC(N(C)C(=O)c2ccccc2F)CC1	2	0	95	5	1	3	1	0.5	3.0	-0.8
CCc1nnc2sc(-c3ccc(NC(=O)CSc4ccc(Cl)cc4)cc3)nn12	4	-1	102	6	1	1	-4	0.1	3.8	-0.4
Cc1cccc(NS(=O)(=O)c2cccc(C(=O)NCC(c3ccco3)N3CCCCC3)c2)c1 (stereo not drawn)	-1	0	95	-6	-4	2	10	0.0	2.6	-1.2
CC(C)(C)c1ccc(C(=O)N2CCN(Cc3ccccc3)CC2)cc1	18	1	99	2	-3	-1	-3	0.2	-0.7	0.2
CCCCNC(=O)NNC(=O)c1ccc(F)cc1	-5	11	96	1	-1	-2	-4	-0.3	-0.4	3.8
Cc1ccccc1OCCNC(=O)c1ccc2ccccc2n1	1	0	91	-1	-3	2	-6	0.0	-0.2	-2.1
